OX1R antag-1 = blocks the human orexin 1 receptor | O43613 | CHO/OX1R cells, Fluo-8 calcium fluorescence, orexin A | inhibition, % at 5 µM | 330,000 tested, 0.43% active | AID 434989;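 active = inhibition above its plate's threshold, mean inhibition of all tested compounds on the plate plus 3 SD, cut at about 37% in these data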;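 note: 0% = orexin A challenge wells and 100% = SB-334867-A antagonist wells; not every result past the cut was called active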
Target sequence (O43613 whole entry, looked up): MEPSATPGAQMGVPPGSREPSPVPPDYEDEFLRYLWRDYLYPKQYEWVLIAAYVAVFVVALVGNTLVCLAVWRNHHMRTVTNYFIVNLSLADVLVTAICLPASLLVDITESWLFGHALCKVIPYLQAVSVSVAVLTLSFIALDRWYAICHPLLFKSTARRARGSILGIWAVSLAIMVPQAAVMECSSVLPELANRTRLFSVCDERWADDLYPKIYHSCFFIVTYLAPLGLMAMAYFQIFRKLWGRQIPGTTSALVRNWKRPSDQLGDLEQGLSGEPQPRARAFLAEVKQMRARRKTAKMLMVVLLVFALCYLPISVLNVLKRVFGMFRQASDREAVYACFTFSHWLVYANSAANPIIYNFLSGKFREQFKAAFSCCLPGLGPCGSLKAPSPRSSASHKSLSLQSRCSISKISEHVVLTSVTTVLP
OX1R antag-2 = antagonists of human orexin 1 receptor (OX1R); OX1R-expressing cells, FRET antagonist read-out; inhibition, % at 6.6 µM; 330,000 tested, 1.8% active; AID 485270; in the data active = inhibition mostly above about 38%, no sharp cut-off; inactive = mostly below about 40%;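 note: 0% = agonist challenge alone and 100% = reference antagonist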
* hit, by the source's call.

Every second line gives: OX1R antag-1	OX1R antag-2
- COc1ccccc1C1CC(=O)NC(SCC(=O)Nc2ccccc2)=C1C#N (configuration not stated)
→ -20	13
- O=C(Nc1ccc(N2CCCCC2)c(Cl)c1)c1cccnc1
→ -1	41
- CCN(C(=O)CN1CCN(S(=O)(=O)c2cc(Cl)ccc2Cl)CC1)c1c(N)n(Cc2ccccc2)c(=O)[nH]c1=O
→ -14	11
- Cc1ccc(S(=O)(=O)/N=C2\C=C(Nc3ccc(O)cc3)C(=O)c3ccccc32)cc1
→ 0	25
- COC(=O)C1(Cc2cc(-c3ccccc3)no2)CCN(C(=O)OC(C)(C)C)CC1
→ -52	27
- Cc1c(C(=O)N2CCN(S(=O)(=O)c3cccs3)CC2)oc2ccc(F)cc12
→ -24	1
- CC1CCCC(C)N1C(=O)c1cc(-c2ccc(Cl)c(Cl)c2)on1 (configuration not stated)
→ -19	3
- Cc1nc(SCC(=O)N2CCN(C(=O)c3ccco3)CC2)c2c(C)c(C)sc2n1
→ -18	14
- CN1CCN(S(=O)(=O)c2ccc([N+](=O)[O-])cc2)CC1
→ -3	31*
- CCCNC(=O)Cc1cc(=O)[nH]c(=O)[nH]1
→ 4	11
- O=C(CCCO)N/N=C/c1cc(Br)ccc1O
→ 2	11
- CCCc1cc(=O)oc2cc(C)cc(OC(C)C(=O)NCCN3CCOCC3)c12 (configuration not stated)
→ -7	9
- O=C(NCCc1c[nH]c2ccccc12)c1ccccc1
→ -10	21
- CCCn1c(SC(C)C(=O)O)nc2ccccc21 (configuration not stated)
→ -5	9
- N#Cc1ccsc1NC(=O)CSc1nnc(-c2ccccc2)o1
→ -21	19
- COC(=O)c1c(NC(=O)c2nc3ccccc3s2)sc2c1CC(C)(C)NC2(C)C
→ -29	9
- Cc1cc(OC(=O)C(c2ccccc2)c2ccccc2)c([N+](=O)[O-])c(=O)[nH]1
→ 0	9
- O=c1oc2ccccc2c(Nc2ccc3ncccc3c2)c1[N+](=O)[O-]
→ -11	21
- CCOC(=O)C1CCN(C(=O)C2CCCN2S(=O)(=O)c2ccc(Cl)cc2)CC1 (configuration not stated)
→ -4	12
- Cc1ccc(/C=N/NC(=S)NC2CCS(=O)(=O)C2)cc1 (configuration not stated)
→ -19	9
- CCOc1cc2c3c(c1)C1(OCCO1)C(=O)N3C(C)(C)CC2C (configuration not stated)
→ -15	24
- CC(=O)NNC(=O)c1[nH]c2ccc(Cl)cc2c1-c1ccccc1
→ -10	12
- CCc1nccn1S(=O)(=O)c1ccc(OC)c(OC)c1
→ 0	7
- CCOC(=O)N/N=C/C=C/c1ccccc1[N+](=O)[O-]
→ -5	35
- Cc1cc(=O)oc2c(C)c(OC(C)C(=O)NC(Cc3c[nH]c4ccc(O)cc34)C(=O)O)ccc12 (configuration not stated)
→ -2	13
- O=C(O)c1ccc2cccc(Cl)c2c1O
→ -8	27
- CC(=O)Nc1cccc(O)c1
→ -8	13
- CCCCOCCCNCc1cccn1CCN1CCOCC1
→ -24	3
- CCN(CC)S(=O)(=O)c1ccc(S(=O)(=O)Nc2ccc(C(=O)N3CCCC3)cc2)cc1
→ -14	5
- Cc1ccccc1NC(=S)NNC(=O)c1cccc(Br)c1
→ -27	25

Shown as a hit in OX1R antag-2 (from the list above):
Every second line gives: OX1R antag-1	OX1R antag-2
- CN1CCN(S(=O)(=O)c2ccc([N+](=O)[O-])cc2)CC1
→ -3	31*

(continued)
Every second line gives: OX1R antag-1	OX1R antag-2
- Cc1cc(NC(=O)c2ccc(N(C)S(=O)(=O)c3ccccc3)cc2)no1
→ -3	14
- CCOc1ccc(C2Sc3ccccc3NC3=C2C(=O)OC3)cc1 (configuration not stated)
→ -18	5
- CCn1c(SCC(=O)N/N=C(\C)c2ccco2)nnc1-c1ccccc1
→ -14	6
- CCOc1ccc(S(=O)(=O)N2CCCCCC2)cc1
→ 22	0
- O=C(Cn1ncc2c(=O)oc3ccccc3c21)N1CCc2ccccc2C1
→ 2	13
- COC(=O)c1ncn(C2OC(COC(C)=O)C(OC(C)=O)C2OC(C)=O)n1 (configuration not stated)
→ -3	12
- Nc1cc2ccccc2oc1=O
→ 1	15
- CCC(Sc1nnc(-c2ccc(C)c(Cl)c2)n1CC)C(=O)Nc1nccs1 (configuration not stated)
→ -5	41
- CC(C)(C)c1cc(NC(=O)CCl)n(-c2ccccc2)n1
→ -14	-1
- O=C(CNC(=O)c1ccccc1)NCC(=O)OCC(=O)c1ccc([N+](=O)[O-])cc1
→ -5	54*

Complete entries, looked up by structure:
Cc1nc(SCC(=O)N2CCN(C(=O)c3ccco3)CC2)c2c(C)c(C)sc2n1 is entered as OX1R antag-1 = -18; OX1R antag-2 = 14
Cc1cc(NC(=O)c2ccc(N(C)S(=O)(=O)c3ccccc3)cc2)no1 is entered as OX1R antag-1 = -3; OX1R antag-2 = 14

Following part:
Every second line gives: OX1R antag-1	OX1R antag-2
- Cc1ccc(NC(=S)NC(=O)C2CCCC2)c(Br)c1
→ 1	12
- Cc1ccc(C(=O)COC(=O)CCN2C(=O)C3C4CCC(C4)C3C2=O)cc1C (configuration not stated)
→ -22	15
- C=CCNC(=O)c1onc(CSc2ccc(C)c(C)c2)c1C(=O)O
→ -27	39
- C=C(C)Cn1c(SCC(=O)O)nnc1-c1ccc(C(C)(C)C)cc1
→ -3	6
- N#CCCN(Cc1cccnc1)C(=S)NCc1ccco1
→ 1	14
- CCC1=NN2C(=N)/C(=C\c3ccc(OCCOc4ccccc4)c(OC)c3)C(=O)N=C2S1
→ -23	-4
- CCOc1ccc2nc(NC(=O)CSc3cn[nH]n3)sc2c1
→ -2	34
- COCCCNC(=S)N1CCN(Cc2ccc3c(c2)OCO3)CC1
→ -12	-3
- O=S(=O)(Nc1ccc(Cl)cn1)c1ccc2c(c1)OCCO2
→ -15	24
- O=C(Nc1cccc2cccnc12)c1cccnc1
→ -14	3
- Cc1cc(C(=O)NNC(=O)C2CCCC2)c(C)o1
→ -2	22
- N#C/C(=C(/O)COc1ccccc1)c1nnc2n1CCCCC2
→ -12	-4
- CC(=O)c1cc(-c2ccccc2)n(CC(=O)Nc2cc(C)cc(C)c2)c1C
→ -6	8
- Cc1ccc(NC(=O)CSc2nc3[nH]c(=O)cc(O)c3s2)c(Br)c1
→ 0	5
- COc1cc2c(cc1OC)C(Nn1cnnc1)=NC1(CCCC1)C2
→ -1	8
- O=C(/C=C/c1cccc([N+](=O)[O-])c1)c1ccc([N+](=O)[O-])o1
→ 9	59
- N#C/C(=C1\CCCN1)c1nc2ccccc2c(=O)[nH]1
→ -6	-1
- O=C(Nc1ccccc1F)C1CCCN(S(=O)(=O)c2cccc3cccnc23)C1 (configuration not stated)
→ -25	35*
- C=CCn1c(=NC(=O)c2cccc(N3C(=O)CCC3=O)c2)sc2cccc(OC)c21
→ 1	46
- CN(C)c1ccc(-c2nnn(CC(=O)Nc3ccccc3N3CCOCC3)n2)cc1
→ -30	15
- CN1CCN(S(=O)(=O)c2ccc(Br)c3ccccc23)CC1
→ -29	11
- CC1CN(Cc2ccc(C#N)cc2Cl)CC(C)O1 (configuration not stated)
→ -18	13
- O=C(CN1CCN(Cc2ccccc2)CC1)c1ccccc1
→ -19	16
- Cc1ccccc1C(=O)N1CCN(c2ccc(NC(=O)c3cccs3)cc2)CC1
→ -24	15
- COc1ccccc1N1CCN(C(=O)CSc2nc(C)c(Cc3ccccc3)c(=O)[nH]2)CC1
→ -29	20
- CCN(C(C)=O)c1cccc2ccccc12
→ -15	22
- COc1ccccc1NC(=O)CSc1nnc(C)n1CC1CCCO1 (configuration not stated)
→ -14	11
- COc1ccccc1C(=O)C1CCCN(C(=O)c2snnc2C)C1 (configuration not stated)
→ -2	10
- O=C(CSc1nc2ccccc2nc1N1CCCC1)Nc1ccc(F)cc1
→ -40	10
- O=C(C[C@@H]1NS(=O)(=O)OC2CCCCC21)c1ccccc1 (some centres not stated)
→ -16	2

3 of these compounds in another layout:
> CN1CCN(S(=O)(=O)c2ccc(Br)c3ccccc23)CC1
  OX1R antag-1: -29	OX1R antag-2: 11

> CCN(C(C)=O)c1cccc2ccccc12
  OX1R antag-1: -15	OX1R antag-2: 22

> Cc1ccccc1C(=O)N1CCN(c2ccc(NC(=O)c3cccs3)cc2)CC1
  OX1R antag-1: -24	OX1R antag-2: 15

Individual results from the entries so far:
O=C(CSc1nc2ccccc2nc1N1CCCC1)Nc1ccc(F)cc1 @ OX1R antag-1 = -40
COc1ccccc1N1CCN(C(=O)CSc2nc(C)c(Cc3ccccc3)c(=O)[nH]2)CC1 @ OX1R antag-1 = -29
CN1CCN(S(=O)(=O)c2ccc(Br)c3ccccc23)CC1 @ OX1R antag-1 = -29
O=C(C[C@@H]1NS(=O)(=O)OC2CCCCC21)c1ccccc1 (some centres not stated) @ OX1R antag-1 = -16

The results go on:
Every second line gives: OX1R antag-1	OX1R antag-2
- CCn1nc(C)cc1C(=O)OCC(=O)c1ccc(Cl)cc1
→ -15	29
- CC(C)CC1NC(=O)N(CC(=O)N2CCN(S(=O)(=O)c3ccc(Cl)cc3)CC2)C1=O (configuration not stated)
→ -37	10
- COc1cc(N2C(=O)c3ccccc3C2=O)c(Cl)cc1C(=O)OCC(=O)N1CCOCC1
→ -18	12
- CCOc1ccc(/C=N/Nc2cc(C)nc(N3CCOCC3)n2)cc1
→ -17	7
- Cc1ccc(NC(=O)CN(C)C(=O)/C=C/c2cccs2)cc1
→ -4	9
- COc1ccc(NC(=O)N(C)C[C@H]2Oc3c(NC(=O)C4CCCCC4)cccc3C(=O)N([C@H](C)CO)C[C@@H]2C)cc1
→ -42	1
- COc1cccc(C2(c3cccc(OC)c3)CC2C(=O)Nc2cccc3ccccc23)c1 (configuration not stated)
→ -29	10
- O=C(COC(=O)CNS(=O)(=O)c1ccc(F)c(F)c1F)Nc1ccc(OC(F)F)cc1
→ -1	14
- CCN(c1ccc(C(=O)CSc2nnc(C3CC3)n2C2CC2)cc1)S(C)(=O)=O
→ -37	7
- CCN1CCc2c(sc(NC(=O)Cc3ccccc3)c2C(N)=O)C1
→ -6	1
- CCCc1cc(=O)oc2cc(OCC(=O)NCCc3c[nH]c4ccc(OC)cc34)ccc12
→ -6	33
- Cc1ccc(NC(=O)C2=CC=CN3CCS(=O)(=O)N=C23)cc1
→ -8	1
- COc1ccc2nc(C3CCCCC3)nc(C3CCCCC3)c2c1
→ -38	13
- Cc1ccc(S(=O)(=O)CCC(=O)OCC(=O)NC2CCS(=O)(=O)C2)cc1 (configuration not stated)
→ -8	19
- CCN1CCC(C(N)=O)CC1
→ 5	17
- COc1ccc(CC(CN)c2ccccc2)cc1 (configuration not stated)
→ -23	33
- CCCCCCn1c(=O)c(-c2ccccc2)c(O)c2ccccc21
→ -23	14
- CC1(C)Cn2c(nnc2-c2ccccc2)S1
→ 15	27
- CCC(C)[C@H](NC(=O)Nc1ccc(C)cc1C)C(=O)O (some centres not stated)
→ -12	14
- CCC1Oc2ccccc2N(CC(=O)Nc2ccccc2OC)C1=O (configuration not stated)
→ -2	17
- COc1ccc(/C=N/Nc2cc(C)nc(-n3nc(C)cc3C)n2)cc1
→ -40	23
- CCCCc1nnc(NC(=O)Cc2ccc(OC)c(S(=O)(=O)N3CCOCC3)c2)s1
→ -13	17
- COc1cccc(C(=O)/C=C/c2ccc(N3CCCCC3)c([N+](=O)[O-])c2)c1
→ -37	22
- CCCCNC(=O)c1cccc(NC(=O)C(=O)c2ccccc2NC(C)=O)c1
→ -6	8
- CC(C(=O)OCn1nnc2ccccc2c1=O)N1C(=O)c2ccccc2C1=O (configuration not stated)
→ -12	10
- CN(C)N1C(N)=C(C#N)C(c2ccc(Br)cc2)C2=C1CC(C)(C)CC2=O (configuration not stated)
→ -17	3
- COc1cc(C(=O)NCC(c2ccco2)N2CCOCC2)cc(OC)c1OC (configuration not stated)
→ -17	4
- CCN1C(=O)C(CC(=O)Nc2ccc(OC)cc2)N(CCCN2CCN(c3ccc(F)cc3)CC2)C1=S (configuration not stated)
→ -12	11
- CCCN1C2CCCC1CC(NC(=O)Nc1cccc(C(C)=O)c1)C2 (configuration not stated)
→ -11	15
- CN(c1ccccc1)c1nc(N)c(C#N)c(CC#N)c1C#N
→ -5	-8
- COCC(=O)Nc1sc2c(c1C(=O)OC)CCC(C)C2 (configuration not stated)
→ -24	18
- Cc1cc(C)c(S(=O)(=O)Nc2cc(C)on2)c(C)c1
→ -1	16
- CC(=O)Nc1ccccc1OCC(=O)c1cc(C)n(Cc2cccs2)c1C
→ 55*	45
- Nc1nc(Br)c2ccccc2c1-c1ccc(F)cc1
→ -27	10
- O=C(Nc1ccccc1N1CCOCC1)c1cc(-c2ccco2)nc2ccccc12
→ -22	33
- O=C(Nc1nnc(SCc2ccccc2)s1)C1=COCCO1
→ -24	12
- O=C(N/C(=C\c1ccccc1)C(=O)N1CCN(CCO)CC1)c1ccccc1
→ 16	16
- CC(=O)c1cccc(NC(=S)NC(=O)CC(C)(C)C)c1
→ -13	13
- Cc1cc2nc(C3CCCN(C(=S)Nc4ccccc4)C3)[nH]c2cc1C (configuration not stated)
→ 4	17
- CC(=O)c1ccc(S(=O)(=O)Nc2ccc(-n3cnnn3)cc2)cc1
→ -2	6
- O=C(CSc1ccc(Cl)cc1)Nc1nnc(-c2ccco2)o1
→ -22	13
- O=C(CSc1n[nH]c(-c2ccncc2)n1)c1cccc([N+](=O)[O-])c1
→ -40	28
- O=C(NC1CCCC1)C(c1ccccn1)N(C(=O)c1csnn1)c1ccc(F)cc1 (configuration not stated)
→ -17	28
- O=C(NCc1ccc(F)cc1)c1ccc(S(=O)(=O)Nc2cccc(C(F)(F)F)c2)cc1
→ 8	-2

Screens from PubChem BioAssay.

This is a random part of the collection; overall some 2% were active at least once.
